Bioassay records from PubChem.
Yfh1-off respiration – enhancers of respiration in Yfh1-depleted yeast, dose response, Friedreich's ataxia, plus single-dose screen (AID 1465). S. cerevisiae Yfh1-off respiration, WST-1 reduction, 72 h; higher fold induction means a stronger effect. one-dose fold induction at 50 µM; EC50 in µM for titrated hits. 0.074% of 220,000 active;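 active = fold induction of absorbance versus untreated yeast above a set limit, then at least 30% activation at any dose in follow-up; inconclusive = repeats straddling the limit, or above it without dose testing; inactive = fold induction below the set limit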;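 note: activators that raise dye reduction in frataxin-depleted yeast; strong numbers were not always called active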
M1AAP inhibition – malaria alanyl aminopeptidase activity blockers – biochemical, fluorogenic H-Leu-NHMec substrate, 1536-well (AID 1445). recombinant M1AAP, H-Leu-NHMec fluorogenic kinetic assay; higher % means a stronger effect. inhibition, % at 30 µM; hits with a dose series show IC50 in µM. 0.42% of 220,000 active;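 active = primary inhibition above the hit cutoff, then over 50% inhibition at one or more dose response concentrations, cut at about 23% in these data, passing the limit was not always enough; inconclusive = conflicting primary data, or primary hits not chosen for dose response; inactive = low primary inhibition, or under 50% at every dose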;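 note: plate controls were DMSO full reaction for no effect and no enzyme background for full effect; strong numbers were not always called active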
XIAP antagonists – small molecules displacing peptide from XIAP – biochemical, IAP family, fluorescence polarization (AID 1018); displacement, % at 20 µM; hits with a dose series show IC50 in µM; 0.007% of 200,000 active; XIAP BIR domain, fluorescence polarization peptide displacement; higher % means a stronger effect; in the data active = displacement above about 50%; note: a part of the inactive calls stands beside numbers as strong as those of hits
West Nile virus CPE – inhibition of WNV-induced cytopathic effect – cell-based, CPE readout (AID 1621); West Nile virus-infected cells, CPE inhibition; higher % means a stronger effect; CPE inhibition, % at 10 µM; hits with a dose series show IC50 in µM; 0.02% of 290,000 active; in the data active = a potency from the dose series; inconclusive = CPE inhibition mostly from about 3.7% at the one dose, without a potency; inactive = the rest, 99 in 100 with CPE inhibition below about 2.2%; note: strong numbers were not always called active
SIAH1 antagonists – Siah-1 peptide-binding antagonists, primary screen, biochemical, fluorescence polarization, rhodamine-plectin, uHTS (AID 1817) | Siah-1 / rhodamine-plectin peptide fluorescence polarization; higher % means a stronger effect | displacement, % at 20 µM, or IC50 in µM where a hit was titrated | 0.02% of 290,000 active;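 active = displacement of at least 50% at 20 µM, with a fluorescence ratio check between 0.3 and a set limit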;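 note: plate controls were Siah plus tracer with DMSO for no effect and tracer alone without Siah for full effect; strong numbers were not always called active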
human PMI inhibitors – human PMI inhibitors, high substrate, primary screen, biochemical, fluorescence intensity, high mannose 6-phosphate (AID 1220); recombinant PMI enzyme, coupled fluorescence intensity; higher % means a stronger effect; inhibition, % at 20 µM, or IC50 in µM where a hit was titrated; 0.66% of 190,000 active; in the data active = inhibition above about 50%
P. falciparum M17LAP – P. falciparum M17LAP inhibitors, primary screen, biochemical, fluorogenic H-Leu-NHMec substrate, 1536-well (AID 1619). recombinant M17LAP, H-Leu-NHMec fluorogenic kinetic assay; higher % means a stronger effect. inhibition, % at 30 µM, or IC50 in µM where a hit was titrated. 0.38% of 220,000 active;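 active = compound inhibiting the enzyme by more than half at any dose during confirmatory dose-response retesting; inconclusive = strong single-dose inhibitors picked by rank but not retested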;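 note: plate controls were full reaction with DMSO carrier for no effect and no enzyme background for full effect; strong numbers were not always called active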
Salmonella PhoP GFP – inhibitors of PhoP regulon expression, primary screen, Salmonella Typhimurium, GFP reporter (AID 1863); S. Typhimurium PhoP-regulated promoter GFP reporter, 4 h; higher % means a stronger effect; one-dose inhibition, % at 50 µM; IC50 in µM for titrated hits; 0.16% of 300,000 active;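 active = inhibition over 29.93%, a cutoff 3 SD above the screen mean, later confirmed by dose response; inconclusive = inhibition over 29.93% but no dose response follow-up; inactive = inhibition at most 29.93% or unconfirmed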;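 note: 0% = low Mg2+ inducing control and 100% = high Mg2+ repressing control; strong numbers were not always called active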
CSM14.1 death rescue – protection against thapsigargin-triggered cell killing – 384-well, CSM14.1, ATP luminescence, primary screen (AID 1222); CSM14.1 thapsigargin-induced death rescue, ATP luminescence; higher % means a stronger effect; cellular ATP content (survival), % at 20 µM, or EC50 in µM where a hit was titrated; 190,000 tested, under 10 active;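 active = EC50 below 50 µM in the dose-response confirmation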;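 note: death triggered by thapsigargin at about 15 µM added after 2 h compound pretreatment; cell ATP read after overnight thapsigargin exposure of roughly 18 to 22 hours; normalized against plate controls of thapsigargin alone and 5% DMSO vehicle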
An asterisk follows results filed as active; i = inactive; ? = inconclusive; · = not tested or not shown.

The line under a structure holds: human PMI inhibitors	CSM14.1 death rescue	Salmonella PhoP GFP	M1AAP inhibition	Yfh1-off respiration	SIAH1 antagonists	West Nile virus CPE	XIAP antagonists	P. falciparum M17LAP
- CNC(=S)N1CCN(c2nc3ccccc3s2)CC1
 : 15.6%	-0.5%	2.5%	3.1%	i	1.2%	-0.6%	-7.6%	6.1%
- COc1cccc(CN(C)CC(=O)NC(=O)NCc2ccco2)c1
 : -1.0%	-2.0%	-9.3%	4.7%	i	2.1%	-1.0%	-5.6%	5.8%
- O=C(c1nc(-c2ccccc2)n(-c2ccccc2)n1)N1CCCCCC1
 : -5.8%	-1.3%	6.2%	2.3%	i	-1.4%	-0.4%	-2.2%	23.1%
- CCCOc1ccc(C2C(=O)N(C3CCCCC3)CC(=O)N2CCCOCC)cc1OC (stereo unspecified)
 : 5.5%	0.4%	-3.0%	6.2%	·	0.7%	·	-1.5%	-3.9%
- COc1ccc(-n2nnnc2SCC(=O)N2CCOCC2)cc1
 : 6.3%	·	5.8%	-1.8%	i	4.0%	-0.1%	-2.2%	-21.2%
- Cc1ccc(OCC(=O)NC(=S)Nc2cccc(NC(=O)c3ccc(Cl)cc3Cl)c2)cc1
 : -0.9%	-1.3%	-2.1%	0.0%	i	3.8%	-0.5%	-7.7%	-5.4%
- CCCn1ncc(CN2CCC(Cc3cccc(F)c3)(C(=O)OCC)CC2)c1C
 : -2.6%	-1.6%	-7.4%	-1.8%	i	7.4%	-0.9%	-2.5%	-3.3%
- Cc1ccc(/C=N/Nc2ccc(C(=O)O)cc2)s1
 : -68.6%	-0.5%	-2.9%	10.1%	i	-4.4%	1.3%	-1.1%	20.4µM*
- [O-]/C(=C(\C(=S)NCc1ccc2c(c1)OCO2)[n+]1ccccc1)c1ccc(Cl)s1
 : 6.2%	-0.8%	-3.6%	-0.5%	i	-4.3%	0.3%	-3.5%	-3.9%
- COc1cc(/C=N\NC(=O)c2ccccc2F)ccc1Oc1ccc([N+](=O)[O-])cn1
 : ·	·	-8.8%	4.9%	i	12.7%	-0.1%	·	-7.3%
- CCCNC(=O)c1ccccc1NC(=O)Nc1ccccc1C
 : -0.5%	0.4%	-3.0%	-3.6%	i	0.8%	-0.4%	-3.6%	5.3%
- COc1ccc(-n2cccc2/C=C2/NC(=O)N(c3cccc(Cl)c3)C2=O)cc1
 : -11.9%	-2.7%	-4.0%	0.9%	i	3.2%	-0.1%	-6.7%	-3.9%
- CC(=O)Nc1ccc(C)c(NC(=S)Nc2ccc(F)cc2)c1
 : ·	·	-6.9%	9.8%	i	-1.7%	-0.4%	·	11.5%
- CCNc1nc(N2CCCCC2)nc(-n2nnc(C(=O)OCC)c2C)n1
 : 15.0%	-2.9%	5.3%	6.6%	i	0.3%	0.3%	-4.6%	10.4%
- CC(C)(C)C1CCC(C(=O)OCC(=O)Nc2ccc3[nH]c(=O)[nH]c3c2)CC1 (stereo unspecified)
 : 8.1%	-1.5%	1.4%	0.8%	i	-4.7%	-0.1%	-1.3%	-3.1%
- S=C(NCc1ccco1)N1CCOCC1
 : 7.4%	1.2%	4.4%	-0.9%	i	8.3%	-0.5%	-3.1%	-10.0%
- CCOC(=O)C1CCCN(c2c(N3CCN(c4ccccn4)CC3)c(=O)c2=O)C1 (stereo unspecified)
 : 3.9%	-2.4%	-1.9%	6.1%	i	5.5%	1.1%	-4.1%	21.3%
- O=S(=O)(Nc1nc2ccccc2s1)c1cnc(Cl)c(Br)c1
 : ·	·	-16.2%	4.0%	i	-1.8%	-0.1%	·	-3.5%
- CC1=NN(c2ccccc2)C(=O)/C1=C\c1cn(C)c2ccccc12
 : 16.3%	-1.6%	-12.6%	2.1%	i	0.9%	-0.8%	-2.7%	-3.1%
- COC(=O)c1oc2ccccc2c1NC(=O)c1ccccc1O
 : 5.4%	-1.7%	-3.3%	11.0%	i	-1.4%	-0.8%	-1.3%	-1.7%
- CCOC(=O)c1[nH]c(C)c(C(=O)OC)c1C
 : ·	·	-6.0%	3.9%	i	2.7%	0.4%	·	16.6%
- CCOc1ccc(S(=O)(=O)N(C)c2ccc(OCC(=O)NCc3ccco3)cc2)cc1
 : 8.3%	0.5%	3.4%	3.2%	i	1.3%	0.1%	-7.3%	6.3%
- CN1CCN(c2ccc(Cl)cc2NC(=O)c2ccc(S(=O)(=O)N(C)C)cc2)CC1
 : 8.3%	-0.8%	-0.5%	11.3%	i	-3.1%	-0.1%	-2.6%	0.0%
- N#CC1=C(S)N(c2ccccc2)C(c2ccco2)NC1=O (stereo unspecified)
 : 47.7%	-0.7%	-12.8%	10.1%	i	-8.0%	0.1%	-4.7%	19.0%
- O=C1CSC(c2cccnc2)N1C1CCCCC1 (stereo unspecified)
 : -1.0%	-2.7%	3.3%	-0.9%	i	0.9%	0.4%	-6.7%	0.8%
- NC(=O)C1=C[C@H](c2ccccc2)C[C@H](OCc2ccc(CO)cc2)O1
 : 59.2%*	3.4%	-10.9%	6.0%	i	-2.0%	0.7%	-8.1%	-0.7%
- COc1ccc(C2Nc3ccccc3C(=O)N2Cc2ccccc2)cc1Cn1nnc2ccccc21 (stereo unspecified)
 : 13.7%	-0.1%	6.8%	0.7%	i	-1.4%	0.5%	-20.2%	-8.5%
- CCCN(CCC)CC(O)Cn1cc(/C=C/C(=O)c2ccccc2)c2ccccc21 (stereo unspecified)
 : 16.0%	0.2%	-10.1%	-0.6%	i	-4.4%	?	-4.5%	-1.6%
- O=C(Nc1nc(-c2ccccc2)cs1)c1ccc(Br)o1
 : 16.8%	-1.1%	1.9%	7.0%	i	-4.3%	-0.3%	-7.8%	0.5%
- CC1CC(C)CN(CC(=O)N2c3ccccc3CCc3ccccc32)C1 (stereo unspecified)
 : -7.7%	2.2%	3.8%	6.8%	i	3.5%	-0.4%	-7.3%	16.6%
- C=CCn1c(SCC(=O)c2c(N)n(CCC)c(=O)n(C)c2=O)nc2sc(CC)cc2c1=O
 : 3.0%	-1.2%	-7.7%	3.3%	i	2.7%	0.2%	-3.8%	-1.2%
- C=CCN(CC=C)S(=O)(=O)c1ccc(NC(=S)NC(=O)c2ccco2)cc1
 : 2.5%	-0.5%	8.9%	21.5%	i	3.2%	0.0%	0.2%	1.0%
- O=C1OCCC1Sc1nnc(-c2ccc(F)cc2)n1Cc1ccccc1 (stereo unspecified)
 : 3.1%	-1.5%	-7.0%	7.3%	i	38.6%	0.2%	-8.3%	7.4%
- COc1ccc2cc(/C=N/NC(=O)c3ccc(CN(c4ccc(C)c(C)c4)S(C)(=O)=O)cc3)c(Cl)nc2c1
 : -0.4%	-1.2%	3.0%	8.1%	i	-0.9%	-0.3%	3.4%	-7.8%
- Cc1ccc(OCC(=O)N2CCN(c3nnc(-c4ccccc4)c4ccccc34)CC2)cc1
 : 8.0%	0.0%	-5.5%	9.9%	i	3.9%	1.3%	-4.8%	3.0%
- Cc1cccc(-n2cc(-c3ccccc3)c3c(=O)[nH]cnc32)c1
 : 12.6%	-0.1%	-2.1%	1.0%	i	4.3%	-0.8%	-1.6%	27.8%
- O=C(CCC(=O)N1CCN(c2ccccn2)CC1)Nc1nnc(C2CCCCC2)s1
 : 4.5%	0.4%	-1.5%	-2.5%	i	-4.4%	-0.3%	24.4%	9.4%
- O=C(CSc1nc2ccccc2n1Cc1ccc(Cl)cc1)N/N=C/c1ccc(C(=O)O)cc1
 : -0.5%	-1.0%	7.9%	44.8%	i	3.6%	-0.8%	-4.8%	-0.5%
- CC(C)c1ccc(N(C(=O)C(F)(F)F)C(C(=O)NC2CCCCC2)c2ccncc2)cc1 (stereo unspecified)
 : 8.9%	0.2%	7.5%	-0.7%	i	3.2%	-0.4%	2.5%	-8.1%
- Cc1cc(Nc2ccccc2)n2nc(C)c(-c3ccccc3)c2n1
 : ·	·	-0.6%	-0.2%	i	-4.2%	1.0%	·	11.5%
- COc1ccc(/C=N/N=C2/NC(=O)C(CC(=O)O)S2)cc1OS(=O)(=O)c1ccccc1 (stereo unspecified)
 : 6.9%	2.3%	-3.1%	?	i	17.0%	-0.2%	-20.1%	25.8%
- Cc1noc(C)c1C(=O)N1CCN(Cc2ccc3c(c2)OCO3)CC1
 : 6.8%	·	5.2%	-4.0%	i	3.8%	-0.1%	-2.6%	0.3%
- CC(C)C1Cc2c(sc3[nH]c(=S)n(Cc4ccccc4)c(=O)c23)CO1 (stereo unspecified)
 : 3.6%	-2.8%	0.3%	8.1%	·	0.2%	·	-6.1%	-1.0%
- COc1cc(/C=C/C(=O)OCC(=O)Nc2cc(C)c(C)cc2[N+](=O)[O-])ccc1O
 : ·	·	9.8%	-0.6%	i	-5.2%	-0.2%	·	-5.3%
- CC(C)(Nc1ccccc1)C(=O)c1ccccc1
 : -5.6%	-2.3%	19.8%	-2.2%	i	2.6%	0.1%	·	-19.9%
- C/C(=C\c1ccc2c(c1)OCO2)C(=O)c1c(C)cc(C)[nH]c1=O
 : -10.1%	-1.9%	6.7%	12.0%	i	9.5%	0.7%	14.4%	40.2%
- Cc1c(NC(=S)NNC(=O)CCC(=O)O)c(=O)n(-c2ccccc2)n1C
 : ·	·	-5.4%	1.7%	i	6.0%	0.0%	·	5.6%
- O=C1NCCc2c1[nH]c1ccc([N+](=O)[O-])cc21
 : -1.4%	-0.5%	1.9%	1.0%	i	3.0%	0.0%	-4.4%	9.1%
- Cc1ccc(C)c2[nH]c(=O)c(CN(Cc3ccco3)C(=O)Nc3ccccc3)cc12
 : 5.6%	-0.3%	-6.1%	10.0%	i	-5.2%	0.0%	-8.0%	16.6%
- CN(Cc1ccccc1)C(=S)Nc1cccnc1
 : 2.3%	-1.4%	-2.3%	7.5%	i	-8.3%	-0.6%	-4.4%	2.1%
- Cc1ccn2cc(CCNS(=O)(=O)c3ccc(F)c(C(F)(F)F)c3)nc2c1
 : 12.1%	-1.6%	2.2%	-4.2%	i	10.1%	0.0%	-5.2%	-8.9%
- Cc1ccccc1N=CC1=C(O)c2ccccc2C1=O
 : 21.6%	-3.5%	9.8%	4.6%	i	2.2%	-0.4%	-2.8%	1.9%
- Cc1cc(C)n(CC(O)COc2ccccc2[N+](=O)[O-])n1 (stereo unspecified)
 : 5.7%	-2.2%	-8.9%	6.4%	i	-1.2%	-0.6%	-7.2%	10.4%
